NSD2 inh: inhibitors of human NSD2, primary screen, biochemical, plate reader, single point; NSD2-SET H3K36me1 DELFIA fluorescence; inhibition, % at 12.5 µM; AID 624260, 2012; hit rate 0.07% among 44,000; in the data active = inhibition above about 54%, passing the limit was not always enough;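 note: inhibitors reduce the monomethyl H3K36 fluorescence signal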
* marks the source's active call; other numbers are inactive results.

SMILES	NSD2 inh
C[C@@H]1CCCCO[C@@H](CN(C)C(=O)Nc2ccc3c(c2)OCO3)[C@@H](C)CN([C@H](C)CO)C(=O)c2cc(NS(=O)(=O)c3ccc(Cl)cc3)ccc2O1	-1
CC(C)NC(=O)N(C)C[C@@H]1Oc2ccc(NS(=O)(=O)c3cccs3)cc2CC(=O)N([C@@H](C)CO)C[C@H]1C	-2
Cc1ccc(S(=O)(=O)Nc2ccc3c(c2)CC(=O)N([C@H](C)CO)C[C@@H](C)[C@H](CN(C)C(=O)Nc2ccc4c(c2)OCO4)O3)cc1	0
C[C@@H]1CN([C@H](C)CO)S(=O)(=O)c2ccc(C3=CCCCC3)cc2O[C@@H]1CN(C)C(=O)Nc1ccc2c(c1)OCO2	0
C[C@@H]1CN([C@@H](C)CO)C(=O)c2cc(NC(=O)C3CC3)ccc2O[C@@H]1CN(C)C(=O)Nc1ccc(F)cc1	-5
C[C@@H]1CCCCO[C@@H](CN(C)C(=O)Nc2ccc3c(c2)OCO3)[C@@H](C)CN([C@@H](C)CO)C(=O)c2cc(NC(=O)Nc3cccc4ccccc34)ccc2O1	2
Cc1noc(C)c1NC(=O)N[C@H]1C=C[C@@H](CC(=O)NCc2ccc(Cl)c(Cl)c2)O[C@H]1CO	-3
Cc1ccccc1Nc1nnc(C)c(=O)n1N	2
O=C(Nc1ccc(F)cc1)Nc1ccc2c(c1)[C@H]1C[C@@H](CC(=O)N3CCCCC3)O[C@H](CO)[C@H]1O2	-2
C[C@@H]1CCCCO[C@H](CN(C)C)[C@@H](C)CN([C@H](C)CO)C(=O)c2cc(NC(=O)Nc3ccccc3)ccc2O1	1
Cc1ccc(-c2cnc3c(c2)C(=O)N([C@H](C)CO)C[C@H](C)[C@@H](CN(C)C(=O)c2ccccc2)O3)cc1	5
C[C@H]1CN([C@@H](C)CO)C(=O)Cc2cc(N(C)C)ccc2O[C@@H]1CN(C)C(=O)NC1CCCCC1	-1
COc1ccc(S(=O)(=O)Nc2ccc3c(c2)C(=O)N([C@@H](C)CO)C[C@@H](C)[C@@H](CN(C)S(=O)(=O)c2ccc(OC)cc2)OCCCC[C@@H](C)O3)cc1	3
C[C@@H]1CN([C@H](C)CO)C(=O)c2cc(NC(=O)CCC(F)(F)F)ccc2O[C@H]1CN(C)Cc1ccc(-c2ccccc2)cc1	-1
Cc1ccc(S(=O)(=O)Nc2ccc3c(c2)C(=O)N([C@@H](C)CO)C[C@H](C)[C@@H](CN(C)Cc2ccncc2)OCCCC[C@H](C)O3)cc1	-1
C[C@@H]1CCCCO[C@@H](CN(C)S(=O)(=O)c2ccc(F)cc2)[C@@H](C)CN([C@@H](C)CO)C(=O)c2cc(NC(=O)Nc3ccc4c(c3)OCO4)ccc2O1	-20
COc1ccc(NC(=O)N(C)C[C@@H]2Oc3ccc(NC(=O)Nc4c(C)noc4C)cc3CC(=O)N([C@@H](C)CO)C[C@H]2C)cc1	-17
CNC[C@@H]1Oc2c(NS(=O)(=O)c3cccs3)cccc2C(=O)N([C@H](C)CO)C[C@H]1C	6
COc1ccccc1CNC(=O)C[C@H]1C[C@@H]2c3cc(NC(=O)CC4CC4)ccc3O[C@@H]2[C@@H](CO)O1	8
CCC(=O)N(C)C[C@@H]1Oc2cc(-c3cccc(C#N)c3)ccc2S(=O)(=O)N([C@H](C)CO)C[C@@H]1C	2
CCCNC(=O)N(C)C[C@H]1Oc2cc(C#CCC(C)C)ccc2S(=O)(=O)N([C@H](C)CO)C[C@H]1C	-6
C[C@@H]1CN([C@@H](C)CO)C(=O)c2cc(NS(=O)(=O)c3ccc(F)cc3)ccc2O[C@@H]1CN(C)Cc1ccc(-c2ccccc2)cc1	-5
C[C@@H]1CN([C@H](C)CO)C(=O)c2cc(NC(=O)C3CCCCC3)ccc2O[C@@H]1CN(C)C(=O)Nc1ccc2c(c1)OCO2	14
C[C@H](CO)N1C[C@H](C)[C@@H](CN(C)C(=O)Nc2cccc(F)c2)Oc2cc(/C=C/c3ccccc3)ccc2S1(=O)=O	-11
C[C@@H]1CN([C@H](C)CO)C(=O)c2cc(NS(C)(=O)=O)ccc2O[C@H]1CN(C)C	-3
COC(=O)C1=COC(O[C@@H]2O[C@H](CO)[C@@H](O)[C@H](O)[C@H]2O)[C@@H]2[C@@](C)(O)CC[C@]12O (stereo partly specified)	9
C[C@@H]1CN([C@H](C)CO)C(=O)c2cccc(NC(=O)Nc3ccc(C(F)(F)F)cc3)c2O[C@@H]1CN(C)S(=O)(=O)c1cccs1	0
COc1cccc(CNC(=O)C[C@@H]2CC[C@H](NC(=O)C3CCC3)[C@@H](CO)O2)c1	6
CCO[C@@H]1OC(C(N)=O)=C[C@H](C2CC2)[C@H]1CCCO	7
O=C(C[C@H]1C[C@H]2c3cc(NC(=O)c4ccc5c(c4)OCO5)ccc3O[C@H]2[C@H](CO)O1)NCc1ccc(Oc2ccccc2)cc1	6
O=C(N/N=C/c1ccc2c(c1)OCCO2)c1ccccc1O	2
Cc1noc(C)c1S(=O)(=O)Nc1ccc2c(c1)CC(=O)N([C@@H](C)CO)C[C@H](C)[C@H](CN(C)Cc1ccc(C(=O)Nc3ccccc3N)cc1)O2	-11
COc1ccc(NC(=O)Nc2ccc3c(c2)C(=O)N([C@@H](C)CO)C[C@@H](C)[C@H](CN(C)C(=O)Nc2ccc(F)cc2)OCCCC[C@H](C)O3)cc1	-1
CC(C)CC#Cc1ccc2c(c1)O[C@H](CN(C)C(=O)C1CC1)[C@@H](C)CN([C@@H](C)CO)S2(=O)=O	-2
C[C@@H]1CN([C@@H](C)CO)C(=O)c2cc(NC(=O)Nc3ccccc3)ccc2O[C@@H](C)CCCCO[C@H]1CN(C)S(=O)(=O)c1ccc(F)cc1	6
CCC(=O)OCC1=CCCC2C1(C)CCC(C)C2(C)CCC(C)CC(=O)O (stereo unspecified)	-4
COc1ccc(NC(=O)Nc2ccc3c(c2)CC(=O)N([C@@H](C)CO)C[C@@H](C)[C@H](CN(C)C(=O)NC(C)C)O3)cc1	-5
C[C@@H]1CCCCO[C@H](CN(C)CC2CC2)[C@H](C)CN([C@H](C)CO)C(=O)c2cc(NS(=O)(=O)c3ccccc3)ccc2O1	2
C[C@@H]1CN([C@H](C)CO)C(=O)c2cccc(NS(=O)(=O)c3cccs3)c2O[C@H]1CN(C)S(=O)(=O)c1cn(C)cn1	7
C[C@H](CO)N1C[C@H](C)[C@@H](CN(C)C)Oc2c(NC(=O)Nc3ccc4c(c3)OCO4)cccc2C1=O	1
O=C(C[C@@H]1C=C[C@@H](NS(=O)(=O)c2ccccc2)[C@H](CO)O1)NCc1ccc(Cl)c(Cl)c1	3
COc1ccc(NC(=O)Nc2ccc3c(c2)C(=O)N([C@H](C)CO)C[C@H](C)[C@@H](CN(C)Cc2ccc(-c4ccccc4)cc2)O3)cc1	-2
COc1ccc(NC(=O)N(C)C[C@H]2Oc3ccc(NC(=O)NC(C)C)cc3CC(=O)N([C@@H](C)CO)C[C@@H]2C)cc1	7
C[C@@H]1CCCCO[C@@H](CN(C)S(=O)(=O)c2cn(C)cn2)[C@H](C)CN([C@@H](C)CO)C(=O)c2cc(NC(=O)Nc3ccc(F)cc3)ccc2O1	-2
C[C@@H]1CCCCO[C@@H](CN(C)Cc2ccc(C(=O)Nc3ccccc3N)cc2)[C@@H](C)CN([C@H](C)CO)C(=O)c2cc(NC(=O)NC3CCCCC3)ccc2O1	-2
C[C@@H]1CN([C@H](C)CO)C(=O)c2cc(NC(=O)Nc3ccc(F)cc3)ccc2O[C@@H](C)CCCCO[C@@H]1CN(C)Cc1ccc(Cl)c(Cl)c1	-3
COC(=O)CCCCCCC(=O)N/N=C/c1c(Cl)cc(OC)c(OC)c1Cl	4
C[C@@H]1CN([C@H](C)CO)S(=O)(=O)c2ccc(-c3ccc(F)cc3)cc2O[C@@H]1CN(C)C	-3
C[C@H](CO)N1C[C@H](C)[C@H](CN(C)C)Oc2c(NC(=O)C3CCOCC3)cccc2C1=O	-6
C[C@H]1CN([C@@H](C)CO)S(=O)(=O)c2ccc(Br)cc2O[C@@H]1CN(C)C(=O)CN(C)C	6
Cc1noc(C)c1NC(=O)Nc1ccc2c(c1)C(=O)N([C@H](C)CO)C[C@H](C)[C@@H](CN(C)Cc1ccc(C(=O)O)cc1)OCCCC[C@H](C)O2	3
C[C@@H]1CN([C@@H](C)CO)S(=O)(=O)c2ccc(C#CCN(C)C)cc2O[C@H]1CN(C)C	-1
C[C@@H]1CN([C@@H](C)CO)C(=O)c2cc(C#Cc3ccccc3F)cnc2O[C@@H]1CN(C)C(=O)c1ccc2c(c1)OCO2	1
CCCNC(=O)N(C)C[C@@H]1Oc2ncc(C#CC3(O)CCCC3)cc2C(=O)N([C@@H](C)CO)C[C@@H]1C	1
COc1ccc([Si](C)(C)[C@H]2[C@H](CCO)O[C@@]3(C(=O)N(Cc4ccccc4)c4ccc(N5CCOC5=O)cc43)[C@@H]2C)cc1	-6
O=C(NO)c1cccc(C(=O)N/N=C/c2ccc(-n3ccnc3)cc2)c1	4
C[C@H]1CN([C@@H](C)CO)C(=O)c2cc(-c3cccc(C#N)c3)cnc2O[C@@H]1CN(C)C(=O)c1ccccn1	-7
C[C@@H]1CCCCO[C@H](CN(C)C(=O)c2ccncc2)[C@@H](C)CN([C@H](C)CO)C(=O)c2cc(NC(=O)CCCCCC(=O)Nc3ccccc3N)ccc2O1	3
Cc1noc(C)c1S(=O)(=O)Nc1ccc2c(c1)C(=O)N([C@H](C)CO)C[C@H](C)[C@H](CN(C)C)OCCCC[C@H](C)O2	6
CCO[C@@H]1OC(C(=O)NCc2ccccc2)=C[C@H](c2ccc(C(F)(F)F)cc2)[C@H]1CCCO	28
The listing continues:
SMILES	NSD2 inh
C[C@@H]1CN([C@H](C)CO)C(=O)Cc2cc(NC(=O)Cn3cnnn3)ccc2O[C@H]1CN(C)C(=O)Nc1ccc(C(F)(F)F)cc1	0
COc1ccc(-c2cnc3c(c2)C(=O)N([C@@H](C)CO)C[C@@H](C)[C@H](CN(C)C(=O)Cc2ccncc2)O3)cc1	6
C[C@@H]1CN([C@@H](C)CO)C(=O)c2cc(NC(=O)CCC(F)(F)F)ccc2O[C@H]1CN(C)Cc1ccc(C(=O)O)cc1	1
COc1cc2ccc(=O)oc2cc1O	11
C[C@@H]1CN([C@H](C)CO)C(=O)c2cccc(NC(=O)NC3CCCCC3)c2O[C@@H]1CN(C)C(=O)Nc1ccc2c(c1)OCO2	-2
CC(C)NC(=O)Nc1ccc2c(c1)CC(=O)N([C@H](C)CO)C[C@@H](C)[C@@H](CN(C)Cc1ccc3c(c1)OCO3)O2	1
C/C=C/c1cnc2c(c1)C(=O)N([C@H](C)CO)C[C@H](C)[C@@H](CN(C)S(=O)(=O)c1ccc(F)cc1)O2	-39
C[C@H](CO)N1C[C@H](C)[C@H](CN(C)C)Oc2cc(C#Cc3ccc(F)cc3)ccc2S1(=O)=O	-6
C[C@H]1CN([C@@H](C)CO)C(=O)c2cc(NS(C)(=O)=O)ccc2O[C@H]1CN(C)S(=O)(=O)c1ccccc1	-3
CC(=O)N(C)C[C@@H]1Oc2ncc(-c3ccc(C(=O)N(C)C)cc3)cc2C(=O)N([C@H](C)CO)C[C@@H]1C	3
CN(C)C(=O)C[C@H]1C[C@H]2c3cc(NC(=O)NC4CCCCC4)ccc3O[C@H]2[C@@H](CO)O1	1
C[C@@H]1CN([C@@H](C)CO)C(=O)c2cc(-c3cncnc3)cnc2O[C@H]1CN(C)C(=O)Cc1ccccc1	0
C[C@@H]1CN([C@@H](C)CO)C(=O)Cc2cc(NC(=O)CCC(F)(F)F)ccc2O[C@H]1CN(C)Cc1ccncc1	11
C[C@H](CO)N1C[C@H](C)[C@H](CN(C)C(=O)C2CCC2)Oc2cc(-c3ccc(C(=O)N(C)C)cc3)ccc2S1(=O)=O	3
C[C@@H]1CN([C@H](C)CO)S(=O)(=O)c2ccc(-c3cncnc3)cc2O[C@H]1CN(C)Cc1ccccn1	2

An excerpt from above in order of the NSD2 inh value, lowest first.
SMILES	NSD2 inh
CCCNC(=O)N(C)C[C@H]1Oc2cc(C#CCC(C)C)ccc2S(=O)(=O)N([C@H](C)CO)C[C@H]1C	-6
C[C@@H]1CN([C@@H](C)CO)C(=O)c2cc(NS(=O)(=O)c3ccc(F)cc3)ccc2O[C@@H]1CN(C)Cc1ccc(-c2ccccc2)cc1	-5
CCC(=O)OCC1=CCCC2C1(C)CCC(C)C2(C)CCC(C)CC(=O)O (stereo unspecified)	-4
C[C@@H]1CCCCO[C@@H](CN(C)S(=O)(=O)c2cn(C)cn2)[C@H](C)CN([C@@H](C)CO)C(=O)c2cc(NC(=O)Nc3ccc(F)cc3)ccc2O1	-2
C[C@@H]1CN([C@@H](C)CO)S(=O)(=O)c2ccc(C#CCN(C)C)cc2O[C@H]1CN(C)C	-1

The list continues.
SMILES	NSD2 inh
COc1ccc(NC(=O)Nc2ccc3c(c2)CC(=O)N([C@H](C)CO)C[C@H](C)[C@@H](CN(C)C(=O)Nc2ccc(OC)cc2)O3)cc1	3
C[C@@H]1CN([C@@H](C)CO)C(=O)c2cc(C#CC(C)(C)O)cnc2O[C@H]1CN(C)C(=O)C1CCOCC1	0
CCCC#Cc1cnc2c(c1)C(=O)N([C@@H](C)CO)C[C@H](C)[C@H](CN(C)C(=O)C1CC1)O2	6
C[C@@H]1CCCCO[C@@H](CN(C)C(=O)c2ccccc2)[C@@H](C)CN([C@H](C)CO)C(=O)c2cc(NC(=O)c3ccccc3)ccc2O1	7
OCCOCCNc1ncnc2sc(-c3ccccc3)cc12	-4
C[C@@H]1CN([C@H](C)CO)C(=O)c2cc(NC(=O)Cc3cn(C)c4ccccc34)ccc2O[C@H]1CN(C)C(=O)Nc1ccc2c(c1)OCO2	1

3 structures out of the list, ordered by SMILES length, high to low:
SMILES	NSD2 inh
C[C@@H]1CN([C@H](C)CO)C(=O)c2cc(NC(=O)Nc3ccc(F)cc3)ccc2O[C@@H](C)CCCCO[C@@H]1CN(C)Cc1ccc(Cl)c(Cl)c1	-3
C[C@H](CO)N1C[C@H](C)[C@@H](CN(C)C(=O)Nc2cccc(F)c2)Oc2cc(/C=C/c3ccccc3)ccc2S1(=O)=O	-11
C[C@H]1CN([C@@H](C)CO)C(=O)c2cc(NS(C)(=O)=O)ccc2O[C@H]1CN(C)S(=O)(=O)c1ccccc1	-3

The list is partial (hit frequency here may not be typical).
